Bioassay records: PubChem BioAssay, Broad Institute
PGC1a acetyl inh: lowers PGC1a acetylation signal in U2OS cells; AID 651687; inhibition, % at 15.6 µM; 350,000 tested, 0.17% active; AlphaScreen anti-acetyl-lysine; with virally co-expressed GCN5 acetyltransferase;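 active = every replicate shows inhibition of at least 40%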;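 also: 0% = neutral control wells and 100% = positive control wells; some results beyond the cut were filed as inactive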
FN deposition inh: fibronectin deposition inhibition; AH1F fibroblasts, Alexa488-fibronectin deposition fluorescence, overnight; inhibition, % at 12.6 µM; 350,000 tested, 0.086% active;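 active = mean inhibition across replicates of 30% or more, regardless of how many single replicates reach that level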;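 also: positive control wells lacked labelled fibronectin entirely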
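Assay system: AH1F fibroblast monolayer, labelled fibronectin deposition. Amount: 10000 cells per well. Also added: labelled fibronectin 24 nM. Compound: single-point pinned compound. Incubation: cell attachment 1 h, compound and FN exposure overnight. Detection: fluorescence after three HBSS washes, excitation 485 nm, emission 525 nm. Read-out: inhibition of fibronectin deposition signal.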
LGR2 inh: blocks bursicon-induced cAMP signaling via Drosophila LGR2; HEK293 LGR2, CRE-luciferase, bursicon-stimulated, 4 h; inhibition, % at 9.99 µM; 380,000 tested, 0.35% active; AID 720647;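 active = drop in luminescence signal, shown as inhibition above about 50% in the replicate tests, limit read from the data, passing the limit was not always enough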;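 also: agonist challenge used bursicon conditioned medium at about half maximal strength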
ERAP1 inh: ERAP1 (human) enzyme inhibition. Q9NZ08. recombinant ERAP1, Leu-AMC fluorescence, 60 min. inhibition, % at 10.7 µM. 340,000 tested, 0.15% active;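 active = mean replicate inhibition of at least 30%, or all replicates individually reaching that 30% level; inactive = mean below 30% and not every replicate reaching it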;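 also: 0% = neutral control wells and 100% = L-leucinethiol positive control wells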
Target sequence (Q9NZ08 whole entry, looked up): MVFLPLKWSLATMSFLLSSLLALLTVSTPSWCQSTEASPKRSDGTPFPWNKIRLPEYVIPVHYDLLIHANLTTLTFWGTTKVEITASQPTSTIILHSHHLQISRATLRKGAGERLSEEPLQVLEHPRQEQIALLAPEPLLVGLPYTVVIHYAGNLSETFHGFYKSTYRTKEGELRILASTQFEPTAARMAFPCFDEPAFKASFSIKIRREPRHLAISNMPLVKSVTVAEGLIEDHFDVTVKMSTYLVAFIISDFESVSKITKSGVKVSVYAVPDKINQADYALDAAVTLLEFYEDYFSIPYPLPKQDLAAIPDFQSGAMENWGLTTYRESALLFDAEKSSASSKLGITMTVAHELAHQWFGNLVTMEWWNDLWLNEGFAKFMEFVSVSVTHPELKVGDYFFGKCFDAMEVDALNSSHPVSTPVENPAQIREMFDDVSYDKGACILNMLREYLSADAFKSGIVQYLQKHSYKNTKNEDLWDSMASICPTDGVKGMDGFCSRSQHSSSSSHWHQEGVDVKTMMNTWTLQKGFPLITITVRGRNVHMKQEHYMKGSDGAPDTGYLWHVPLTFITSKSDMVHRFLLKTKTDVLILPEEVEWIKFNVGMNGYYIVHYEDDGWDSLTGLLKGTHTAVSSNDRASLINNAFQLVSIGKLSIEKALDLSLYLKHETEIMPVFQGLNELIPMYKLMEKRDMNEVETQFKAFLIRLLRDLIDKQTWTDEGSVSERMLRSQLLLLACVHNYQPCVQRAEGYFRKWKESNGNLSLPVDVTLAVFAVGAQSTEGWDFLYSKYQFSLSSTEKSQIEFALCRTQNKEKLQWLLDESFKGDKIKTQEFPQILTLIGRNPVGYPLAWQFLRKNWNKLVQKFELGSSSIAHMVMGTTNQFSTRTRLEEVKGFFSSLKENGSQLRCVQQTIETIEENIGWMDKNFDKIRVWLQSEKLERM
S100A4 MyoIIA: blocks human S100A4 binding to myosin IIA peptide; S100A4/TAMRA-MyoIIA peptide fluorescence polarization; 360,000 tested, 0.14% active; inhibition, % at 10.7 µM; P26447; AID 652163;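 active = mean inhibition of at least 70% across replicates, with every replicate also reaching that level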
Target sequence (P26447 whole entry, looked up): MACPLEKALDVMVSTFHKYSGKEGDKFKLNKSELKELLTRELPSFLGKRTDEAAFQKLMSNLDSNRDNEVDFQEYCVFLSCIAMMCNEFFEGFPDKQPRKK
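Test system: S100A4 monomer protein; Medium: HEPES pH 7.2 with CaCl2, KCl, NaCl, DTT, Triton; Probe or stimulus: TAMRA-labelled myosin IIA heavy-chain peptide probe, 5 nM; Doses: one dose per compound; Times: polarization read 5 min after assay mix addition, stable 5–60 min; Benchmarks: neutral control DMSO, positive control TFP.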
EWS-Fli inh: EWS/Fli transcriptional activity inhibition | A673 NR0B1-luciferase reporter, viability-normalised | inhibition, % at 12.6 µM | 350,000 tested, 0.67% active | AID 651661;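 active = mean inhibition of at least 50% after viability correction, with every replicate also passing that limit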;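 also: firefly luciferase signal divided by Alamar Blue viability fluorescence both relative to DMSO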
PAX8 inh HTS: inhibitors of PAX8 transcriptional activity in RMG-I cells. RMG-I TPO-luciferase reporter, SteadyGlo, 24 h. inhibition, % at 12.6 µM. 360,000 tested, 1.2% active;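 active = mean replicate inhibition at least 60% with every replicate also reaching 60%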;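 also: luciferase light reporting Pax8 driven TPO promoter activity; plate controls were median of neutral control wells for no effect and mitoxantrone controls for full effect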
PglD inh: inhibitors of Campylobacter jejuni PglD acetyltransferase | purified PglD enzyme, DTNB colorimetric CoA detection | AID 602405 | 360,000 tested, 0.098% active | inhibition, % at 12.5 µM; in the data active = inhibition above about 16%, passing the limit was not always enough; also: strong numbers were not always called active
Starred values were filed as active, the others as inactive.

What do the screens show for `CC(C)CC#Cc1ccc2c(c1)O[C@H](CN(C)Cc1cccnc1)[C@@H](C)CN([C@H](C)CO)S2(=O)=O`?
PGC1a acetyl inh: 19; FN deposition inh: -10; LGR2 inh: -6; ERAP1 inh: -2; S100A4 MyoIIA: 8; EWS-Fli inh: 42; PglD inh: 1

How did COC(=O)c1cc2occc2n1Cc1nc(-c2ccccc2F)oc1C do in these assays?
PGC1a acetyl inh: -12; FN deposition inh: 1; LGR2 inh: -2; ERAP1 inh: 2; S100A4 MyoIIA: -2; EWS-Fli inh: 4; PAX8 inh HTS: -2; PglD inh: 7

Results for Cc1cccc(-n2ncc3c(NCc4cccnc4)ncnc32)c1 ?
PGC1a acetyl inh: -15; FN deposition inh: -3; LGR2 inh: -79; ERAP1 inh: 8; S100A4 MyoIIA: -4; EWS-Fli inh: -105; PAX8 inh HTS: -188; PglD inh: -12

How did COc1ccc(S(=O)(=O)N2CCN(CC(O)COc3ccc(C#N)cc3)CC2)cc1OC (centres undefined) do in these assays?
PGC1a acetyl inh: 10; FN deposition inh: 1; LGR2 inh: 12; ERAP1 inh: 3; S100A4 MyoIIA: 2; EWS-Fli inh: 9; PAX8 inh HTS: -8; PglD inh: 1

Results for Cc1ccc(NC(=O)COC(=O)C2CC(=O)N(Cc3ccccc3)C2)cc1F (centres undefined) ?
FN deposition inh: -3; LGR2 inh: 5; ERAP1 inh: 4; S100A4 MyoIIA: -7; EWS-Fli inh: 5; PAX8 inh HTS: 13

What do the screens show for `CC(C)n1cnnc1SCC(=O)NC(=O)c1ccccc1`?
FN deposition inh: 10; LGR2 inh: 3; ERAP1 inh: -1; S100A4 MyoIIA: -3; EWS-Fli inh: -7; PAX8 inh HTS: -4; PglD inh: -3

How did CC(=O)Nc1ccc(S(=O)(=O)NCc2ccc3[nH]c(C)cc3c2)cc1 do in these assays?
PGC1a acetyl inh: -16; FN deposition inh: 6; LGR2 inh: 4; ERAP1 inh: 2; S100A4 MyoIIA: 7; EWS-Fli inh: -8; PAX8 inh HTS: 13; PglD inh: -3

What do the screens show for `CN(C)C(=O)C[C@H]1CC[C@H]2[C@@H](COc3ccc(NC(=O)c4cnccn4)cc3C(=O)N2C)O1`?
PGC1a acetyl inh: -1; FN deposition inh: -3; LGR2 inh: 13; ERAP1 inh: -2; S100A4 MyoIIA: 7; EWS-Fli inh: 3; PAX8 inh HTS: 16; PglD inh: -1

Results for Cc1ccc(C(C)C)c(OCC(=O)NNC(=O)Nc2ccccc2)c1 ?
PGC1a acetyl inh: -28; FN deposition inh: -1; LGR2 inh: -1; S100A4 MyoIIA: 0; EWS-Fli inh: -4; PAX8 inh HTS: 17

What do the screens show for `COc1ccc(CNCCC(c2ccccc2)c2ccc3c(c2)OCO3)cc1` (centres undefined)?
PGC1a acetyl inh: -11; LGR2 inh: 1; ERAP1 inh: 8; S100A4 MyoIIA: 1; EWS-Fli inh: 28; PglD inh: 4

Results for N#C[C@@H]1[C@@H](c2ccc(/C=C/c3ccccc3)cc2)[C@@H](CO)N1C(=O)C1CCC1 ?
PGC1a acetyl inh: 4; FN deposition inh: 9; LGR2 inh: -10; ERAP1 inh: 2; S100A4 MyoIIA: -6; EWS-Fli inh: -30; PAX8 inh HTS: -74; PglD inh: -1

How did CCOC(=O)c1c(C)[nH]c(N=Nc2ccc(OC)cc2)c1C do in these assays?
PGC1a acetyl inh: -2; FN deposition inh: 6; LGR2 inh: -88; ERAP1 inh: -2; S100A4 MyoIIA: -6; EWS-Fli inh: -12; PAX8 inh HTS: -188

Results for CCC(NC(=O)C1CCC1)c1ccc(C)cc1 (centres undefined) ?
PGC1a acetyl inh: -7; FN deposition inh: 1; PAX8 inh HTS: 0; PglD inh: 0

What do the screens show for `COc1cccc(OC)c1C(=O)Nc1nc2cc3c(cc2s1)OCO3`?
PGC1a acetyl inh: 6; FN deposition inh: -9; LGR2 inh: 7; S100A4 MyoIIA: 1; EWS-Fli inh: -19; PAX8 inh HTS: -5

How did CN(C)C(=O)c1ccc(-c2ccc([C@H]3[C@H]4CN(C(=O)C5CCC5)CCCCN4[C@H]3CO)cc2)cc1 do in these assays?
PGC1a acetyl inh: 13; ERAP1 inh: -2; S100A4 MyoIIA: 10; EWS-Fli inh: 13; PAX8 inh HTS: 10; PglD inh: 5

What do the screens show for `CO[C@H]1CN(C)C(=O)c2ccc(NC(C)=O)cc2OC[C@@H](C)N(S(C)(=O)=O)C[C@@H]1C`?
FN deposition inh: -4; LGR2 inh: 6; ERAP1 inh: 0; S100A4 MyoIIA: -1; EWS-Fli inh: 2; PAX8 inh HTS: 1; PglD inh: -1

Results for CC1=C(C(=O)NC2CC(C)(C)Cc3c2cnn3-c2cccc(F)c2)OCCO1 (centres undefined) ?
PGC1a acetyl inh: -5; FN deposition inh: 2; LGR2 inh: -5; ERAP1 inh: -5; S100A4 MyoIIA: -6; PAX8 inh HTS: 10; PglD inh: -1

What do the screens show for `Cc1cccc(C)c1N1CCN(CCn2c(=S)[nH]c3ccccc3c2=O)CC1`?
PGC1a acetyl inh: 17; FN deposition inh: 0; ERAP1 inh: 3; S100A4 MyoIIA: -2; EWS-Fli inh: 7; PAX8 inh HTS: 20; PglD inh: -3

What do the screens show for `O=C(COC(=O)c1ccc(O)cc1O)NC1CCCCCC1`?
PGC1a acetyl inh: 15; FN deposition inh: -5; LGR2 inh: -6; ERAP1 inh: 3; S100A4 MyoIIA: 13; EWS-Fli inh: -12; PAX8 inh HTS: -22; PglD inh: 7

How did CN(Cc1nc(Cc2cccc(F)c2)no1)CC1CCOCC1 do in these assays?
PGC1a acetyl inh: 1; FN deposition inh: -1; LGR2 inh: 10; ERAP1 inh: -1; S100A4 MyoIIA: 2; EWS-Fli inh: 5; PAX8 inh HTS: 10

What do the screens show for `CO[C@@H]1CN(C)C(=O)c2cc(NC(=O)C3CCOCC3)ccc2OC[C@@H](C)N(C(=O)C2CCOCC2)C[C@H]1C`?
FN deposition inh: -1; LGR2 inh: -15; ERAP1 inh: -1; S100A4 MyoIIA: 47; EWS-Fli inh: -4; PAX8 inh HTS: -7; PglD inh: -1

What do the screens show for `O=C(C[C@@H]1C=C[C@H](NC(=O)C2CCC2)[C@@H](CO)O1)NCc1ccccc1Cl`?
PGC1a acetyl inh: 0; FN deposition inh: 8; LGR2 inh: -8; ERAP1 inh: 0; S100A4 MyoIIA: -1; EWS-Fli inh: 0; PAX8 inh HTS: -11; PglD inh: 0

How did Cc1ccc(C)c(NC(=O)CN(C)C(=O)CN2C(=O)C3CCCCC3C2=O)c1 (centres undefined) do in these assays?
PGC1a acetyl inh: 4; FN deposition inh: -8; LGR2 inh: -2; ERAP1 inh: -3; S100A4 MyoIIA: -11; EWS-Fli inh: -3; PAX8 inh HTS: 9; PglD inh: 6

Results for Cc1cccc(C)c1OCC(O)CN1CCc2ccccc2C1 (centres undefined) ?
FN deposition inh: 6; LGR2 inh: 5; S100A4 MyoIIA: -1; EWS-Fli inh: -1; PAX8 inh HTS: -3

Some of these compounds in order of SMILES length, largest number first:
How did CN(C)C(=O)c1ccc(-c2ccc([C@H]3[C@H]4CN(C(=O)C5CCC5)CCCCN4[C@H]3CO)cc2)cc1 do in these assays?
PGC1a acetyl inh: 13; ERAP1 inh: -2; S100A4 MyoIIA: 10; EWS-Fli inh: 13; PAX8 inh HTS: 10; PglD inh: 5

What do the screens show for `CO[C@H]1CN(C)C(=O)c2ccc(NC(C)=O)cc2OC[C@@H](C)N(S(C)(=O)=O)C[C@@H]1C`?
FN deposition inh: -4; LGR2 inh: 6; ERAP1 inh: 0; S100A4 MyoIIA: -1; EWS-Fli inh: 2; PAX8 inh HTS: 1; PglD inh: -1

What do the screens show for `O=C(C[C@@H]1C=C[C@H](NC(=O)C2CCC2)[C@@H](CO)O1)NCc1ccccc1Cl`?
PGC1a acetyl inh: 0; FN deposition inh: 8; LGR2 inh: -8; ERAP1 inh: 0; S100A4 MyoIIA: -1; EWS-Fli inh: 0; PAX8 inh HTS: -11; PglD inh: 0

What do the screens show for `O=C(COC(=O)c1ccc(O)cc1O)NC1CCCCCC1`?
PGC1a acetyl inh: 15; FN deposition inh: -5; LGR2 inh: -6; ERAP1 inh: 3; S100A4 MyoIIA: 13; EWS-Fli inh: -12; PAX8 inh HTS: -22; PglD inh: 7

Results for Cc1cccc(C)c1OCC(O)CN1CCc2ccccc2C1 (centres undefined) ?
FN deposition inh: 6; LGR2 inh: 5; S100A4 MyoIIA: -1; EWS-Fli inh: -1; PAX8 inh HTS: -3

Additional compounds.
How did COc1ccc(NC(=O)CSc2nc3ccccc3c(=O)n2CCNC(C)=O)c(OC)c1 do in these assays?
PGC1a acetyl inh: 2; FN deposition inh: 8; LGR2 inh: 3; ERAP1 inh: -1; S100A4 MyoIIA: 1; PAX8 inh HTS: -4; PglD inh: 5

What do the screens show for `Cc1cc(C)cc(NC(=S)NCCc2ccc(S(N)(=O)=O)cc2)c1`?
FN deposition inh: 2; LGR2 inh: 22; ERAP1 inh: -1; S100A4 MyoIIA: -7; EWS-Fli inh: 9; PAX8 inh HTS: 9

Results for CN(C)C(CNC(=S)Nc1ccc(Cl)cc1)c1cccnc1 (centres undefined) ?
LGR2 inh: -2; ERAP1 inh: 3; S100A4 MyoIIA: 0; EWS-Fli inh: -10; PAX8 inh HTS: -4

How did CC12CCC(C(=O)NNc3ccccc3)(OC1=O)C2(C)C (centres undefined) do in these assays?
PGC1a acetyl inh: 3; FN deposition inh: -7; LGR2 inh: -3; ERAP1 inh: -2; S100A4 MyoIIA: 4; EWS-Fli inh: 8; PAX8 inh HTS: 1; PglD inh: 0

What do the screens show for `CCCC#Cc1ccc2c(c1)O[C@@H](CN(C)CC1CC1)[C@@H](C)CN([C@@H](C)CO)S2(=O)=O`?
PGC1a acetyl inh: -18; LGR2 inh: 12; ERAP1 inh: 1; S100A4 MyoIIA: -1; EWS-Fli inh: 2; PglD inh: 0

What do the screens show for `COc1cccc(C#Cc2ccc([C@H]3[C@@H](CO)N4C(=O)CN(C(C)=O)C[C@@H]34)cc2)c1`?
PGC1a acetyl inh: -14; LGR2 inh: -5; ERAP1 inh: 0; S100A4 MyoIIA: 3

Results for O=C(Nc1ccccc1)c1ccc(COc2ccccc2)cc1 ?
PGC1a acetyl inh: 4; FN deposition inh: -3; LGR2 inh: -18; ERAP1 inh: 2; S100A4 MyoIIA: 4; EWS-Fli inh: -20; PAX8 inh HTS: 0; PglD inh: 8

Results for CCCCC(NC(=O)Cc1c(C)c2cc3c4c(oc3c(C)c2oc1=O)CCCC4)C(=O)O (centres undefined) ?
PGC1a acetyl inh: 5; LGR2 inh: 0; ERAP1 inh: -2; S100A4 MyoIIA: -10; EWS-Fli inh: 9; PAX8 inh HTS: 13; PglD inh: 5

Results for C=CCn1c(COc2ccc(Cl)cc2)nnc1SCC(=O)Nc1ccc(S(N)(=O)=O)cc1 ?
PGC1a acetyl inh: 0; FN deposition inh: 2; LGR2 inh: 35; ERAP1 inh: -1; S100A4 MyoIIA: 1; EWS-Fli inh: -7; PAX8 inh HTS: 64*; PglD inh: 3

Results for COc1ccc(NC(=O)N(C)C[C@H]2Oc3ccc(NC(=O)Nc4cccc5ccccc45)cc3C(=O)N([C@H](C)CO)C[C@H]2C)cc1 ?
PGC1a acetyl inh: -4; LGR2 inh: -1; ERAP1 inh: 1; S100A4 MyoIIA: 6; EWS-Fli inh: -8; PglD inh: 1
